LYPLA1 inh: LYPLA1 inhibitors, primary screen, counter-screen for PME1 inhibitor project, biochemical, fluorescence polarization, FP-Rh probe ABPP; recombinant LYPLA1; AID 2174, 2009; inhibition, % at 5.9 µM; 320,000 compounds, 0.16% hits; Acyl-protein thioesterase 1 (Homo sapiens), O75608;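 active = inhibition above the mean of all tested compounds plus 3 SD, set per campaign, cut at about 14% in these data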;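 note: inhibitors block serine hydrolase probe labeling of LYPLA1 so polarization falls; 0% = enzyme with DMSO and 100% = wells lacking LYPLA1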
PAFAH2 FP inh: PAFAH2 enzyme inhibitors, primary screen, biochemical, fluorescence polarization, human; Platelet-activating factor acetylhydrolase 2, cytoplasmic (Homo sapiens), Q99487; recombinant PAFAH2, FP-rhodamine activity probe; inhibition, % at 3.39 µM; 340,000 compounds, 0.99% hits;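 active = inhibition above the mean over all tested compounds plus 3 SD, cut at about 30% in these data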;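 note: inhibitors block probe labeling of enzyme so polarization drops; 0% = enzyme with DMSO and 100% = wells lacking PAFAH2 protein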
GSTO1 counter: inhibitors of recombinant GSTO1, primary screen, counter-screen for RBBP9 inhibitor project, biochemical, fluorescence polarization. activity-based probe fluorescence polarization. inhibition, % at 5.96 µM. 300,000 compounds, 1.1% hits. AID 1974, 2009;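 active = inhibition above the campaign mean inhibition plus 3 SD, cut at about 35% in these data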;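 note: 0% = GSTO1-1 with DMSO and 100% = wells lacking GSTO1-1 enzyme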
Fam108B inh: mouse Fam108B serine hydrolase inhibitors, primary screen, counter-screen for RBBP9 inhibitor project, biochemical, fluorescence polarization; 300,000 compounds, 0.33% hits; recombinant Fam108B, FP-Rh probe fluorescence polarization; inhibition, % at 9.51 µM;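 active = inhibition above the screen mean inhibition plus 3 SD, computed separately per campaign, cut at about 18% in these data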;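 note: inhibitors lower polarization as less probe binds the enzyme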
PAFAH1B3 FP inh: PAFAH1B3 enzyme inhibitors, primary screen, biochemical, fluorescence polarization, human | inhibition, % at 3.39 µM | 340,000 compounds, 0.28% hits | recombinant PAFAH1B3, FP-rhodamine probe | AID 492972, 2010 | Platelet-activating factor acetylhydrolase IB subunit alpha1 (Homo sapiens), Q15102;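 active = inhibition above the screen-wide average of all tested compounds plus 3 SD, cut at about 25% in these data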;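 note: 0% = enzyme with DMSO only and 100% = wells lacking PAFAH1B3 protein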
Target sequence (Q15102 whole entry, looked up): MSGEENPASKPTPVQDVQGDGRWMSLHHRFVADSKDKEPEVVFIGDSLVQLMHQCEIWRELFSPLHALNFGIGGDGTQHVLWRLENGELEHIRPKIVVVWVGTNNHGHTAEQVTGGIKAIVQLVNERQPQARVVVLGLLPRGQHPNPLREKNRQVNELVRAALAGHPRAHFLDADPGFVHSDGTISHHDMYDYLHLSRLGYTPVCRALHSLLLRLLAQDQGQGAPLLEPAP
pPAFAH inh: pPAFAH enzyme inhibitors, primary screen, biochemical, fluorescence polarization, human; Platelet-activating factor acetylhydrolase (Homo sapiens), Q13093; recombinant pPAFAH, FP-rhodamine probe fluorescence polarization; inhibition, % at 3.39 µM; 330,000 compounds, 1.5% hits; AID 463082, 2010;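 active = inhibition above the mean inhibition across the screen plus 3 SD, cut at about 25% in these data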;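 note: inhibitors block binding of the rhodamine activity-based probe so polarization drops; 0% = enzyme with DMSO and 100% = wells lacking pPAFAH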
Target sequence (Q13093 whole entry, looked up): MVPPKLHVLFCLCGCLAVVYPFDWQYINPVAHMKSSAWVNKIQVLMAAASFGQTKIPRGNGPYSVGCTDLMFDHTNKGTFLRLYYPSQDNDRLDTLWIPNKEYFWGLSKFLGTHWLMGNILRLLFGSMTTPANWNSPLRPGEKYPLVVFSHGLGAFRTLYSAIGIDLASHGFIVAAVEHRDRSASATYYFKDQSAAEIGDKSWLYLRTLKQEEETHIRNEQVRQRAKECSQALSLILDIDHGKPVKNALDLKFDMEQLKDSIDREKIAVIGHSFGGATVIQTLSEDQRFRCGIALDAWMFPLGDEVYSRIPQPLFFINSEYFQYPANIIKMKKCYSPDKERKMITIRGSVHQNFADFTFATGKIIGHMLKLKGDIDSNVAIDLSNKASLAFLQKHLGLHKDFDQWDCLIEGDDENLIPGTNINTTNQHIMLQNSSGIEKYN
PAD4 FP inh: human PAD4 inhibitors, primary screen, biochemical, fluorescence polarization, 1536-well format | Protein-arginine deiminase type-4 (Homo sapiens), Q9UM07 | recombinant PAD4, RCA probe fluorescence polarization | inhibition, % at 6.36 µM | 330,000 compounds, 0.41% hits | AID 485272, 2010;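 active = percent inhibition above a cutoff equal to the mean of all tested compounds plus 3 SD, cut at about 15% in these data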;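 note: 0% = PAD4 with RCA probe and DMSO and 100% = probe without PAD4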
PAFAH1B2 FP inh: PAFAH1B2 enzyme inhibitors, primary screen, biochemical, fluorescence polarization, human. recombinant PAFAH1B2, FP-rhodamine activity probe. AID 492953, 2010. 340,000 compounds, 1.2% hits. inhibition, % at 3.39 µM;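 active = inhibition above the mean of all tested compounds plus 3 SD, cut at about 24% in these data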;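 note: 0% = enzyme with DMSO and 100% = wells lacking PAFAH1B2; many of its hits are not listed in these tables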
PME-1 primary: PME-1 inhibitors via competitive probe labeling, primary screen, biochemical, fluorescence polarization, FP-Rh probe, HTS. Protein phosphatase methylesterase 1 (Homo sapiens), Q9Y570. recombinant PME-1. inhibition, % at 5.9 µM. 320,000 compounds, 0.53% hits;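 active = inhibition above the campaign mean of all compounds plus 3 SD, cut at about 26% in these data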;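 note: competitive labeling of PME-1 active site by serine hydrolase directed probe; 0% = PME-1 with DMSO and 100% = wells lacking PME-1 enzyme; inhibitors block probe labeling so polarization falls and inhibition rises; many of its hits are not listed in these tables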
Target sequence (Q9Y570 whole entry, looked up): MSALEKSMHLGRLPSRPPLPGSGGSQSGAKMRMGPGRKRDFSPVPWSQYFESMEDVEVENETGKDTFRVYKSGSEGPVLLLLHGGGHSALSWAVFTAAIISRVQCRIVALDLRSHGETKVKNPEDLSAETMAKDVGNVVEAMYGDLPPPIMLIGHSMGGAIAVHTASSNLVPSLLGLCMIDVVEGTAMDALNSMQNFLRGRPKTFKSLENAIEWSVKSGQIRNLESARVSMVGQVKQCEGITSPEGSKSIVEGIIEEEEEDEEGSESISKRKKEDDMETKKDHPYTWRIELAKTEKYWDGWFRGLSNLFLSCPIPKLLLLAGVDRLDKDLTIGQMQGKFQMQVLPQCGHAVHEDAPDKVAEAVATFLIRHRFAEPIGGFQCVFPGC
An asterisk follows results filed as active; . = not tested or not shown. These rows are one share of the data; the hit share may differ from the screen's.

SMILES	LYPLA1 inh	PAFAH2 FP inh	GSTO1 counter	Fam108B inh	PAFAH1B3 FP inh	pPAFAH inh	PAD4 FP inh	PAFAH1B2 FP inh	PME-1 primary
Cc1c(C2(c3c(C)n(C)n(-c4ccccc4)c3=O)C(=O)Nc3ccc(F)cc32)c(=O)n(-c2ccccc2)n1C	-0.2	3.2	-2.5	2.3	0.3	0.8	-9.5	8.2	-6.0
O=C(NCCc1ccccc1)C1CCN(C2CCN(C(=O)CC3=CCCCC3)CC2)CC1	1.8	3.3	5.4	3.1	14.6	0.8	-0.5	2.4	-7.9
CCOc1cc(C2C3=C(CCCC3=O)N(CCC(=O)O)C3=C2C(=O)CCC3)ccc1OS(=O)(=O)c1ccc(C)cc1	2.0	-5.0	77.7*	0.1	7.3	6.5	1.4	8.8	2.4
CN(CC(=O)Nc1cccc(F)c1)C(=O)c1ccc(N2CCCC2)c([N+](=O)[O-])c1	-0.8	5.0	5.5	1.9	3.3	4.2	1.4	-7.9	-3.0
O=C1CN(C(=O)CNC(=O)c2cccc(Cl)c2)c2ccccc2N1	3.6	-3.0	-0.7	2.7	5.7	2.5	-4.1	0.1	2.7
COC(=O)CCSCC(=O)Nc1ccc(C)c(S(=O)(=O)N2CCCCC2)c1	1.6	-0.1	6.8	4.3	10.8	2.5	0.7	1.1	0.4
Cc1ccccc1C1NS(=O)(=O)N=C1N (centres undefined)	1.2	-8.8	6.0	3.5	1.0	2.6	-3.2	3.3	11.4
CCOC(=O)CSc1nnc([C@H](Cc2ccccc2)NC(=O)OC(C)(C)C)o1	-10.1	-3.7	3.1	-3.9	1.4	-1.5	6.8	0.8	-1.0
Cc1ccc(N(CC(=O)NCC2CCCO2)S(=O)(=O)c2ccc(Cl)cc2)cc1C (centres undefined)	-1.4	2.9	4.9	4.4	7.3	0.8	-1.9	3.9	2.3
OCCNCCCCSc1ccc(Cl)cc1	0.0	9.3	2.9	0.6	7.7	3.1	-8.9	14.2	-5.4
O=C(CSc1ncccn1)Nc1ccc(Cl)c(S(=O)(=O)N2CCOCC2)c1	.	1.4	.	.	0.6	6.3	5.5	0.9	.
COc1ccccc1N1CCN(/N=C/c2cc(OC)c(OC(C)=O)c(OC)c2)CC1	-0.9	-2.1	0.4	-0.2	4.4	0.2	0.1	2.5	-7.9
O=C(N/N=C/c1cn(-c2ccccc2)nc1-c1cc2ccccc2o1)c1c[nH]c2ccccc12	-39.8	-35.1	-186.5	-14.7	-33.4	3.1	-9.9	-9.7	-71.5
O=C(NCC1CCCO1)c1ccc(S(=O)(=O)N2CCC(c3nc4ccc(Cl)cc4[nH]3)CC2)cc1 (centres undefined)	1.4	2.8	3.3	5.7	8.7	-1.4	-3.6	1.0	0.0
CCOc1ccc(CCNC(=O)c2nn(C)c3c2CS(=O)(=O)c2ccccc2-3)cc1OCC	-0.6	-9.0	6.7	-1.3	-0.2	5.8	1.4	2.8	0.3
Cc1nnc(NC(=O)CSc2nnc(Cc3cccn3C)n2-c2ccccc2)s1	2.1	1.8	0.3	1.1	-6.2	6.8	-2.4	-2.1	1.2
CC1CCc2c(sc3ncn(CCO)c(=O)c23)C1 (centres undefined)	-1.5	3.3	2.3	-3.4	1.4	5.1	-2.1	3.3	2.2
CC(CCc1ccccc1)NC(=O)COC(=O)c1cccc2ccccc12 (centres undefined)	-0.9	26.1	-4.3	1.7	6.5	3.8	-7.0	-0.3	6.9
Cn1cnc2cc(NC(=O)COc3ccccc3)ccc21	1.0	2.6	-2.3	-0.7	5.4	0.6	-2.3	-3.4	2.7
CCC1(C)CC(C(N)=S)CCO1 (centres undefined)	1.0	8.2	1.4	1.0	3.9	0.5	-1.3	4.8	-0.6
Cc1c2c(nc3nnnn13)CCCC2	4.5	-4.2	4.6	1.2	8.9	1.9	-4.9	-6.9	-5.9
CCSCCC(NC1=CC(=O)CC(C)(C)C1)C(=O)O (centres undefined)	1.8	0.3	-3.2	2.3	2.1	0.7	-0.4	1.8	0.3
Cc1ccc(O)c(CO)n1	-0.1	4.6	-0.3	2.1	-1.3	-0.2	0.1	-3.2	-4.3
Cc1ccc(C)n1NC(=O)c1ccccc1	0.6	2.9	-0.6	6.6	2.5	0.8	0.7	1.7	3.7
O=C(/C=N/O)NCCCn1ccnc1	0.4	-4.5	-11.7	-0.2	8.3	0.8	2.5	3.5	-1.6
Further structures
SMILES	LYPLA1 inh	PAFAH2 FP inh	GSTO1 counter	Fam108B inh	PAFAH1B3 FP inh	pPAFAH inh	PAD4 FP inh	PAFAH1B2 FP inh	PME-1 primary
Cc1nc2ccc(S(=O)(=O)NCC(=O)N(C)Cc3ccco3)cc2s1	-2.6	3.7	1.2	-0.1	0.1	8.2	-5.0	-6.2	1.3
O=C(c1ccccc1)c1cc(-c2ccccn2)c(N2CCOCC2)s1	1.2	10.6	2.0	0.7	2.4	18.7	4.2	0.3	-1.2
Cc1onc(-c2ccccc2)c1C(=O)Nc1ccc(OC(C)C)cc1	1.1	-5.3	4.1	-2.4	2.2	-2.0	2.2	5.7	-2.9
Cc1ccc(-c2ccc(/C=N/N3C(=O)C4C5C=CC(C6CC56)C4C3=O)o2)c([N+](=O)[O-])c1 (centres undefined)	-3.7	5.3	2.8	-4.8	3.2	12.7	-1.0	2.8	2.4
Cc1ccccc1C(=O)Oc1ccc2ccc(O)cc2c1	-4.1	-12.4	-1.5	5.3	0.2	18.3	0.8	4.0	-3.0
Cc1occc1C(=O)OCC(=O)Nc1ccc(F)cc1	1.5	72.7*	2.7	-4.3	4.7	7.1	2.9	0.8	-2.8
CC(C)(C)N1[C@@H](CC(=O)O)c2cc(C(F)(F)F)ccc2S1(=O)=O	-0.8	0.4	-1.2	-2.7	14.5	-5.2	-3.4	2.9	-0.5
Cc1ccc(NC(=O)c2ccc(NC3=NC4CS(=O)(=O)CC4S3)cc2)cc1 (centres undefined)	-1.4	6.5	5.2	1.0	4.6	2.4	1.2	2.5	3.0
CN1C(C(=O)Nc2ccccn2)=C(O)c2sccc2S1(=O)=O	-3.6	0.9	-0.2	-1.1	10.7	6.4	-4.9	8.5	3.3
CCN(C(=O)CSc1nnc(Nc2ccccc2C)s1)C1CCS(=O)(=O)C1 (centres undefined)	-1.1	-4.6	0.2	7.0	-4.0	3.0	-1.0	1.3	-5.1
Nn1c(SCC(=O)Nc2ccc3c(c2)CCC3)nnc1C1CC1	.	7.8	.	.	16.5	-2.8	3.8	3.3	.
CCCNC(C)C(=O)Nc1ccccc1C (centres undefined)	-1.1	4.5	1.3	0.8	8.1	-1.4	-7.1	4.0	11.3
CCN1CCN(Cc2ccc(NC(=O)c3cc(NC(=O)N4CCNC4=O)cc(OC)c3)cc2C(F)(F)F)CC1	-3.4	-0.1	-5.8	2.6	-0.7	-4.1	2.5	6.3	0.1
O=C(NC1CCCCC1)C(c1ccco1)N(CCc1ccccc1)C(=O)C(F)(F)F (centres undefined)	-3.5	-4.7	2.2	-3.4	1.2	0.7	1.9	-3.9	-5.5
Cc1ccc(Cl)cc1NC(=O)CC1NCCNC1=O (centres undefined)	-0.5	1.6	9.2	7.0	3.2	-2.7	-3.8	0.9	-1.2
CCCc1nn(C)c(C(=O)Nc2ccccc2)c1Cl	-3.9	-4.0	3.3	-2.0	2.8	-1.8	-6.8	1.5	-4.3
CC1=CCC(C(=O)O)C(C(=O)Nc2ccc(-c3nc4ccc(C)cc4s3)cc2)C1 (centres undefined)	-5.2	-4.3	-52.5	-2.9	-4.1	33.7*	1.4	1.0	-10.0
COc1cc(-c2cc(C(=O)NN3CCN(C)CC3)c3ccccc3n2)cc(OC)c1OC	-4.4	.	-2.0	-0.8	.	2.9	-2.1	.	-9.2
COc1ccc(OCC(=O)Nc2nc3ccccc3[nH]2)cc1	-5.0	1.0	-0.4	-6.4	5.0	6.8	-5.1	2.5	-9.1
O=C(Nc1ccc2c(c1)OCO2)C1CCCN1C(=O)NCc1ccccc1 (centres undefined)	-0.3	-6.8	-0.8	-1.9	8.5	3.9	-5.6	3.7	7.3
O=C(CCC1CCCCC1)Nc1ccc(C(=O)c2ccncc2)cc1	1.8	2.5	-10.1	-0.7	6.0	20.6	-2.2	5.3	-6.5
CCOC(NC(=O)c1ccccc1)C(NC(=O)c1ccccc1)OCC (centres undefined)	4.1	4.5	3.2	-1.9	9.8	0.8	-2.0	4.5	-1.3
O=C(Cc1ccc([N+](=O)[O-])cc1)N/N=C/c1ccco1	-2.7	2.4	9.6	-2.3	-0.2	3.0	3.0	8.4	4.1
N#CC(C(=O)Nc1ccccc1)=C1Nc2ccccc2N1	3.0	-5.8	-0.2	3.5	1.6	3.4	-3.1	12.5	3.8
Cc1ccc(-n2ncc3c(=O)n(CC(=O)NCc4ccco4)cnc32)cc1	2.9	-16.4	-3.2	0.7	12.2	3.9	0.5	1.6	-10.0
New compounds follow.
SMILES	LYPLA1 inh	PAFAH2 FP inh	GSTO1 counter	Fam108B inh	PAFAH1B3 FP inh	pPAFAH inh	PAD4 FP inh	PAFAH1B2 FP inh	PME-1 primary
O=C(CSc1cccs1)NCCc1ccccc1	0.2	-6.6	5.2	2.7	5.0	3.0	-6.2	1.8	-1.6
CC1CCN(CCCNC(=O)CCNC(=O)Cn2cnc3ccccc3c2=O)CC1	-2.3	-1.2	4.1	1.1	5.3	0.8	-4.5	4.1	4.8
O=C(Cn1cnc2ccccc2c1=O)OCCCCN1C(=O)c2ccccc2C1=O	1.0	-3.0	0.3	0.8	7.7	1.6	-0.2	6.6	2.3
Cc1ccc(-c2nnc(CSc3nc(C(C)C)nc4sc(C)c(C)c34)o2)cc1	1.0	-15.2	7.6	-7.0	-3.3	3.5	-5.1	2.6	5.0
COc1ccc(S(=O)(=O)N(C)C)cc1NC(=O)CCNC(=O)c1ccco1	-5.4	3.1	4.2	-1.6	8.8	4.4	1.8	2.9	0.9
O=C(COc1coc(CN2CCN(c3ccccc3)CC2)cc1=O)Nc1ccc(F)cc1	-0.5	9.6	-10.1	2.8	1.9	1.8	0.1	4.8	3.1
COC(=O)Nc1ccc(S(=O)(=O)N2CCCC(C(=O)Nc3cccnc3)C2)cc1 (centres undefined)	-4.6	4.8	17.7	2.2	-8.3	-3.0	-4.2	3.2	0.2
CCOc1ccc(CCNC(=O)CCS(=O)(=O)c2ccc(Cl)cc2)cc1OCC	-4.0	-3.9	5.2	-2.4	8.0	0.2	-1.3	1.3	-1.7
Cc1ccc(/C=N\NC(=O)Cn2nnc3ccccc32)o1	-0.7	4.6	4.6	4.1	6.3	-1.6	1.4	2.1	-7.3
O=C(O)c1ccc(/C=N\Nc2ccc(S(=O)(=O)N3CCOCC3)cc2[N+](=O)[O-])cc1	3.5	5.8	5.8	-2.6	7.8	-2.9	2.6	0.2	3.1

Screening data as filed in PubChem BioAssay.
